RPL19A-GFP yeast – RPL19A-GFP expression modulators in yeast, primary screen, cell-based, S. cerevisiae, multiplex flow cytometry, MLPCN; S. cerevisiae RPL19A-GFP strain, 3 h; hits give low values; percent response vs DMSO, % at 10 µM; actives 0.3% (n = 330,000); AID 2025, 2009;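 active = percent response vs DMSO below 50%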;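 also: median channel GFP fluorescence of the barcoded RPL19A-GFP strain; ratio of sample median GFP to plate DMSO average so 100% = DMSO; lower means less RPL19A-GFP as with rapamycin TOR inhibition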
MEP2-GFP yeast – modulators of MEP2-GFP levels in yeast, primary screen, S. cerevisiae, multiplex flow cytometry, MLPCN library | GFP response vs DMSO, % at 10 µM | actives 0.51% (n = 330,000) | AID 2016, 2009 | S. cerevisiae MEP2-GFP strain, 3 h; 100% = DMSO control level;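 active = GFP response versus DMSO above a set limit, roughly screen mean plus 3 SD, cut at about 180% in these data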;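 also: median GFP fluorescence of the barcode-gated MEP2-GFP cells per well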
Efflux pump mplx – inhibitors of Candida efflux pumps in yeast, primary screen, S. cerevisiae, Nile Red, multiplex | S. cerevisiae Candida pump triplex | inhibition, % at 10 µM | actives 0.44% (n = 330,000) | AID 485275, 2010;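 active = plate passing quality check with inhibition over a set limit, or well fluorescence over plate mean plus 4 SD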;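 also: Nile Red retained in pooled yeast measured as flow cytometry median fluorescence; 0% = buffer negative control and 100% = Enniatin B positive control; higher means more Nile Red kept so more efflux inhibition; some compounds called inactive have numbers as strong as hits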
AGP1-GFP MLPCN – modulators of AGP1-GFP expression in yeast TOR pathway, primary screen, cell-based, multiplex flow cytometry, S. cerevisiae, MLPCN library; 3 h; GFP as percent of DMSO wells; GFP response vs DMSO, % at 10 µM; actives 0.02% (n = 320,000); AID 2066, 2009;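 active = GFP response relative to DMSO above a set limit, near screen average plus 3 SD, cut at about 150% in these data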;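 also: median GFP channel fluorescence of the gated AGP1 strain per well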
LAP4-GFP MLPCN – modulators of LAP4-GFP expression in yeast, primary screen, S. cerevisiae, multiplex flow cytometry, MLPCN library | actives 0.34% (n = 320,000) | GFP response vs DMSO, % at 10 µM | 3 h; median GFP as percent of DMSO wells | AID 2023, 2009;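 active = GFP response vs DMSO above a set limit, about the screen mean plus 3 SD, cut at about 150% in these data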
CIT2-GFP yeast – modulators of CIT2-GFP expression in yeast, primary screen, S. cerevisiae, GFP fusion, multiplex flow cytometry, MLPCN library; S. cerevisiae CIT2-GFP strain, 3 h; 100 means same as DMSO wells; GFP response vs DMSO, % at 10 µM; actives 0.065% (n = 320,000); AID 2029, 2009;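 active = GFP response relative to DMSO above a set limit, near the screen mean plus 3 SD, cut at about 150% in these data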;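 also: ratio of well median GFP fluorescence to mean of DMSO wells on the plate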
Yeast superoxide – reduction of superoxide in aged yeast, primary screen, HTS; actives 0.18% (n = 330,000); superoxide response (% of plate mean), % at 10 µM; S. cerevisiae aged cells, superoxide DHE fluorescence; hits give low values;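 active = superoxide response under a set limit, about three screen SD below normal, cut at about 65% in these data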;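 also: yeast aged for seven days with compound at 30 °C before DHE staining; 100% = average MFI of all compound-treated wells on the plate with controls excluded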
AHR act – AHR activators, primary screen, cell-based, luminescence, luciferase reporter, human; actives 2.5% (n = 320,000); Aryl hydrocarbon receptor (Homo sapiens), P35869; activation, % at 5 µM; AID 2796, 2010; AHR-responsive luciferase reporter cells; in the data active = activation above about 47%;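 also: 0% = vehicle wells and 100% = reference agonist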
Target sequence (P35869 whole entry, looked up): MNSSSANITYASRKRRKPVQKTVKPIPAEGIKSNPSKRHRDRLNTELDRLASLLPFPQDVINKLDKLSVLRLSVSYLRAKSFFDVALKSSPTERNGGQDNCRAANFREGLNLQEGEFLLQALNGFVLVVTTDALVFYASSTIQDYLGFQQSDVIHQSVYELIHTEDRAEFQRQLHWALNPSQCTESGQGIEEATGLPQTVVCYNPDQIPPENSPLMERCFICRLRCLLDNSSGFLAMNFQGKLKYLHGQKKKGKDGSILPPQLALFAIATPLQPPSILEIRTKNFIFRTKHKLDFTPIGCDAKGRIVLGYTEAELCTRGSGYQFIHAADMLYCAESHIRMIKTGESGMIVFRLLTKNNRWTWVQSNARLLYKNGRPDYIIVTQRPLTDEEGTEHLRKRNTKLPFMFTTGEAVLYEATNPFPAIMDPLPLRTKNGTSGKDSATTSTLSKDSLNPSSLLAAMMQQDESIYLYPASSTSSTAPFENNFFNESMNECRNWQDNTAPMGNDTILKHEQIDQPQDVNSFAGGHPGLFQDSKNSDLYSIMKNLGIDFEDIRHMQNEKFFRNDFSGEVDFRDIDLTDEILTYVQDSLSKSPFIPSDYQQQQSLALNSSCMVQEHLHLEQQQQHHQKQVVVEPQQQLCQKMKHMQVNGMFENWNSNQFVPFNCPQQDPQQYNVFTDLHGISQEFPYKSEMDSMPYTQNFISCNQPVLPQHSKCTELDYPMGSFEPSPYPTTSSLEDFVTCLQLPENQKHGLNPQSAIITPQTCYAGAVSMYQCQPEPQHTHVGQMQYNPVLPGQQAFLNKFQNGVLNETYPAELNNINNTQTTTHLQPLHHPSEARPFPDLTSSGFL
* hit, by the source's call; . = not tested or not shown.

SMILES	RPL19A-GFP yeast	MEP2-GFP yeast	Efflux pump mplx	AGP1-GFP MLPCN	LAP4-GFP MLPCN	CIT2-GFP yeast	Yeast superoxide	AHR act
CC(C)N(CC(N)=O)c1ccc(S(=O)(=O)N2CCCC2)cn1	94	91	0.0	93	92	94	91	-1
CCN(CC)C(=O)c1cccc(NC(=O)c2cc(C3CC3)nc3c2cnn3C(C)C)c1	94	94	0.3	90	86	90	80	0
CCCN(CC(=O)Nc1ccc(F)c(F)c1F)C(=O)Cn1c(=O)cnc2ccccc21	98	97	-0.1	109	105	94	102	-3
Cc1ccc(-c2nc3ncccc3o2)cc1NC(=O)Cc1ccc(Cl)cc1	96	102	-0.1	99	86	96	97	6
O=C(CN1C(=O)C2CCCCC2C1=O)Nc1ccc(OC(F)F)c(Cl)c1 (configuration not stated)	102	101	0.1	102	92	97	107	2
COCCN(C(=O)CSc1nnc(-c2ccc(Cl)cc2)o1)c1c(N)n(CC(C)C)c(=O)[nH]c1=O	101	101	-0.4	99	94	115	92	-3
COc1ccc(OC)c(/C=C/C(=O)OCC(=O)N2C(C)CCCC2C)c1 (configuration not stated)	99	106	0.3	104	101	105	79	3
Cc1ccc(NC(=O)CCCCCN2C(=O)[C@@H]3Cc4ccccc4CN3C2=O)c(C)c1	105	102	0.0	102	97	103	92	0
O=C(CSc1nc(-c2ccco2)cc(C(F)(F)F)n1)NC1CCCCCCC1	100	110	-0.1	103	96	106	98	1
CC1CCC2(CC1)NC(=O)N(CC(=O)NC(=O)NC1CCCC1)C2=O (configuration not stated)	103	103	0.0	105	99	104	92	-1
Cc1nccn1Cc1cccc2ccccc12	105	93	-0.1	104	92	110	129	-3
CCOc1ccc(S(=O)(=O)/N=C(/Nc2ccc(C(C)=O)cc2)c2ccccc2)cc1	99	93	0.3	93	87	90	107	65*
Cc1ccc(OCCn2cc(/C=C(\C#N)C(=O)NCC3CCCO3)c3ccccc32)cc1C (configuration not stated)	104	102	-0.3	100	92	105	102	-1
Cc1ccc(S(=O)(=O)N(Cc2nccn2C)C(C)C)cc1	100	104	0.1	100	96	95	95	2
Cc1nc(N2CCN(S(=O)(=O)c3ccc(F)cc3)CC2)c2c(C)c(C)sc2n1	97	99	0.0	98	103	98	87	2
CC(Oc1ccc2c(c1)oc(=O)c1ccccc12)C(=O)NCCN1CCOCC1 (configuration not stated)	97	94	0.3	92	87	91	97	-2
Cc1ccc(NC(=O)C(=O)NCCOc2ccccc2Cl)cc1	99	100	0.2	112	128	103	99	11
CSc1ccc(C(=O)C2CCCN(C(=O)c3ccsc3)C2)cc1 (configuration not stated)	94	102	-0.1	92	114	89	83	5
CCOC(=O)C(=Cc1ccccc1OC)C(=O)OCC	99	88	0.1	91	104	93	77	-3
CCc1c(O)nc(SCC(=O)Nc2ccccc2OC)[nH]c1=O	97	106	0.1	110	109	104	85	6
Cc1ccc(-c2nnc(CSc3nnc(COc4cccc5ccccc45)n3-c3ccccc3)o2)cc1	104	102	0.0	106	101	110	120	0
CC(=O)Nc1sc(C)c(C)c1C(=O)OCC(=O)Nc1ccc(S(N)(=O)=O)cc1	92	95	-0.1	102	112	97	83	1
CCOC(=O)/C(N=Nc1sc(C(=O)OCC)c(C)c1C(=O)OCC)=C(\C)O	105	107	0.0	103	93	98	96	-3
CCS(=O)(=O)N1CCC(NC(=O)C(Cc2ccc(OC)c(OC)c2)NC(C)=O)CC1 (configuration not stated)	106	108	0.3	97	90	102	107	2
COc1cc(NC(=O)COC(=O)Cc2ccsc2)cc(OC)c1	102	105	-0.2	98	103	103	86	1
O=C(c1ccc(N2CCOCC2)cc1)N1CCCC(Nc2ccccc2)C1 (configuration not stated)	97	97	0.0	100	90	97	95	3
CCOC(=O)C1CCCCN1Cc1ccc(OC)c(OC)c1 (configuration not stated)	100	103	-0.1	100	97	103	101	0
CCOC(=O)C1=C(C)Nc2nc(SCC(=O)OC)nn2C1c1cc(F)cc(F)c1 (configuration not stated)	101	103	0.0	104	91	97	101	-2
Cc1c(Cl)c([N+](=O)[O-])nn1CC(=O)N1CCCC1	105	99	-0.1	98	106	96	110	-2
O=C1CC(c2ccccc2)NN1 (configuration not stated)	92	94	-0.1	98	97	100	104	1
c1ccc2c(c1)ncn2CCN1CCCCC1	93	94	0.1	93	88	93	107	1
CS(=O)c1ccccc1COC(=O)Nc1cccc(Cl)c1 (configuration not stated)	99	99	0.1	97	105	88	108	5
CC(=O)N(C(C)=O)c1ncc2c([nH]c3ccccc32)c1C#N	100	102	0.0	97	100	96	100	-2
O=C(N/N=C/c1ccco1)c1cc(-c2cccs2)[nH]n1	102	101	-0.1	100	99	99	96	26
CC(C)Cc1ccc(S(=O)(=O)N2CCCC2)cc1	101	101	-0.1	101	101	.	91	-1
CC(C)COC(=O)N1CCN(S(=O)(=O)c2ccc3c(c2)CCC3)CC1	105	107	-0.2	109	114	101	88	0

Another view of four compounds above.
Compound | RPL19A-GFP yeast | MEP2-GFP yeast | Efflux pump mplx | AGP1-GFP MLPCN | LAP4-GFP MLPCN | CIT2-GFP yeast | Yeast superoxide | AHR act
O=C(c1ccc(N2CCOCC2)cc1)N1CCCC(Nc2ccccc2)C1 (configuration not stated) | 97 | 97 | 0.0 | 100 | 90 | 97 | 95 | 3
COc1cc(NC(=O)COC(=O)Cc2ccsc2)cc(OC)c1 | 102 | 105 | -0.2 | 98 | 103 | 103 | 86 | 1
CS(=O)c1ccccc1COC(=O)Nc1cccc(Cl)c1 (configuration not stated) | 99 | 99 | 0.1 | 97 | 105 | 88 | 108 | 5
Cc1c(Cl)c([N+](=O)[O-])nn1CC(=O)N1CCCC1 | 105 | 99 | -0.1 | 98 | 106 | 96 | 110 | -2

The list continues:
SMILES	RPL19A-GFP yeast	MEP2-GFP yeast	Efflux pump mplx	AGP1-GFP MLPCN	LAP4-GFP MLPCN	CIT2-GFP yeast	Yeast superoxide	AHR act
CCN(CC)c1ccc(N/C(N)=N/c2nc(C(F)(F)F)cc(=O)[nH]2)cc1	99	97	0.2	100	102	93	95	19
CCOC(=O)c1cnc2c(C(=O)OCC)cnn2c1N	100	102	0.0	97	109	98	94	6
Clc1cccc(Cl)c1NC1=NCCC1	97	95	0.1	95	99	91	104	1
CCOc1ccc(NC(=O)CC2NCCNC2=O)cc1 (configuration not stated)	95	89	0.0	91	89	92	102	1
CC(C)OC(=O)CN1C(=O)c2ccccc2C1=O	98	107	-0.1	100	98	109	92	0
COC(=O)c1ccc(CN2CCC(CO)(Cc3ccc(OC)cc3)CC2)cc1	98	97	0.0	107	104	104	81	-1
COc1ccccc1NC(=O)CCC(=O)OCc1cccc([N+](=O)[O-])c1	104	107	0.1	100	96	101	106	-2
C/C(=N\NC(=S)NC1CCCCC1)c1cccs1	100	107	-0.1	100	112	98	99	14
Cc1ccc2c(c1)sc(C)[n+]2CCCS(=O)(=O)[O-]	100	116	0.3	99	95	95	96	-2
O=C(NCCOc1ccccc1)C1CCC(=O)N(C2CCCCCC2)C1 (configuration not stated)	101	95	-0.5	102	101	104	98	-1
CCn1c(SCC(=O)Nc2cc(C)nn2-c2ccccc2)nnc1-c1cccs1	95	96	0.0	100	107	92	107	-3
Cc1c(NC(=O)C(c2ccccc2)c2ccccc2)cccc1C(=O)O	102	97	0.2	103	110	96	88	5
CCOC(=O)c1c(-c2ccccc2)c(C(C)=O)c(=O)n(C)c1C	96	95	-0.2	97	95	99	100	-1
Cc1ccc2cccc(NS(=O)(=O)c3ccccc3)c2n1	96	99	0.1	99	99	97	86	71*
C=CCn1c(SCC(=O)Nc2ncc(Cc3cc(C(F)(F)F)ccc3Cl)s2)nnc1-c1ccncc1	96	102	0.1	103	90	100	93	-1
Oc1ccccc1CNc1nccs1	97	90	-0.2	96	101	100	75	1
CCc1cc(C(=O)Nc2cc(S(=O)(=O)N(C)C)ccc2C)sc1C	97	105	0.2	103	90	88	104	2
CN(C)S(=O)(=O)c1ccc(NC(=O)COC(=O)CC2CC3CCC2C3)cc1 (configuration not stated)	107	109	0.4	99	86	100	117	6
COc1ccc2c3c([nH]c2c1)[C@H]1C[C@H]2[C@H](C[C@@H](O)[C@H](OC)[C@H]2C(=O)O)CN1CC3	96	100	0.0	87	122	86	95	1
O=C(Nn1c(=O)[nH]c2ccsc2c1=O)c1ccccc1	101	101	0.0	105	94	104	91	1
CC(=O)N(c1cccc(C)c1)C1SC(=O)N(c2ccccc2)C1=O (configuration not stated)	104	106	0.0	108	101	100	94	-3
COc1ccccc1C(=O)NCCC(=O)N1CC=C(c2ccccc2)CC1	94	99	0.5	92	99	88	123	0
COc1cc(NC(=O)c2cc([N+](=O)[O-])ccc2NC(=O)CNC2CCCCC2)cc(OC)c1	102	102	-0.7	96	94	96	106	29
COc1ccccc1NS(=O)(=O)c1cccc(C(=O)N/N=C/c2ccc(C)o2)c1	95	92	0.0	99	95	99	95	5
C[C@H]1CN=C(Nc2ccccc2)N1CC1CCCCC1	91	90	0.0	74	105	63	110	1
CCn1c(NCCO)nc2c(c1=O)C(C)(CC)Cc1ccccc1-2 (configuration not stated)	95	95	-0.1	115	116	103	105	6
CCN(CC)S(=O)(=O)c1ccc(-c2nnc(SCC(=O)N3c4ccccc4CC3C)o2)cc1 (configuration not stated)	97	95	0.1	97	100	97	101	-2
O=C(CCc1nnc(-c2ccc3c(c2)OCO3)o1)N1CCC(c2ccc(F)cc2)C1 (configuration not stated)	91	86	0.3	84	103	81	85	4
O=C(CSc1nnc(-c2c[nH]c3ccccc23)o1)N1c2ccccc2CCc2ccccc21	104	104	0.0	102	103	96	99	-1
CS(=O)(=O)N1CCc2cc(C(=O)Nc3ccccc3Cl)ccc21	99	104	0.2	96	99	97	101	7
Cc1onc(-c2c(F)cccc2Cl)c1C(=O)Nc1nc2c(s1)CCCC2	.	101	0.1	106	110	111	109	10
O=C(/C=C/c1ccc([N+](=O)[O-])cc1)Oc1ccc(/C=N/NC(=O)c2ccncc2)cc1	102	103	0.1	108	117	110	97	5
COc1ccc(-n2cnc3cc(NS(=O)(=O)c4ccc(C)cc4)ccc32)cc1	102	97	0.4	97	99	.	121	8
COc1ccccc1NC(=O)Nc1ccncc1	100	94	0.0	98	102	83	96	10
COc1ccc(NC(=O)n2ncc3c(C)cccc32)cc1	104	102	2.7	92	103	100	100	-8
CCOC(=O)CNC(=O)CSc1nnc(SCC(=O)NCC(=O)OCC)s1	98	104	0.3	112	102	100	108	1
CC1CCN(S(=O)(=O)c2ccc(C(C)C)cc2)CC1	86	98	0.2	92	127	74	91	3
C=CCNC(=O)c1ccc(-c2nc3ccccc3nc2-c2ccccc2)cc1	93	89	-0.1	80	93	79	100	3
O=C(NC(=S)NCCCN1CCOCC1)c1ccc(Br)cc1	98	93	0.0	97	100	100	88	8
CCC(=O)NC(=S)Nc1ccc(NC(=O)COc2ccc(Cl)c(C)c2)cc1	98	109	-0.4	91	88	99	93	5
CN(C)c1ccc(-c2ccccc2)nn1	98	103	0.1	100	106	95	97	1
CCOC(=O)CNc1c(-c2ccc(O)cc2)nc2ccc(Cl)cn12	94	94	-0.2	93	90	88	82	4
COc1ccc2cc(C(=O)N(C)Cc3ccccc3)[nH]c2c1	105	106	0.5	96	94	103	117	9
CN(CCc1cnn(C)c1)Cc1cn(C)nc1-c1ccccc1F	96	97	0.0	106	104	100	91	-2
Cc1ccc(-n2nc(C)c(/C=N/NC(=O)c3cccs3)c2Cl)cc1	105	81	-0.3	107	105	100	93	11

Screens (PubChem BioAssay)
